Screens as filed in PubChem.
GRP78 ERSR act: induces the endoplasmic reticulum stress response in human glioma cells; AID 602332; Potency, µM, for inactives: top-dose activation, hits mostly activators; U87-MG GRP78 promoter luciferase reporter, 16 h; hit rate 0.02% among 420,000; note: potency is the fitted concentration of half-maximal effect; series mostly up to about 76 µM; % of control where 0% means no effect; nearly all actives have a fitted effect of over 35% in size
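Stably transfected U87-MG human glioma cells carrying a GRP78-based luminescent sensor were seeded at 1000 cells/well, pin-dosed with compounds and incubated 16 h. Luciferase reagent was then added, and end-point luminescence was read after 10 min at room temperature.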
rTrxR1 inhibitor: rat TrxR1 inhibition; hit rate 1% among 390,000; O89049; Potency, µM (top dose mostly 114 µM), for inactives: top-dose activity change, negative = inhibition, actives largely listed as inhibitors; recombinant rTrxR1, NADPH fluorescence consumption, selenite substrate; AID 588453; note: potency is the fitted concentration of half-maximal effect; % is set by controls: 0 for no effect and ±100 for the full control effect; nearly all actives have a fitted effect of over 65% in size
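Rat TrxR1 (90 nM in the dispensed reagent) was pre-reduced with 400 uM NADPH for 5 min at room temperature, then incubated with compound for 15 min. After 400 uM selenite was added, NADPH fluorescence (Ex 340/Em 450 nm) was followed for 8 min.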
Vif-A3F inh: blocks the Vif interaction with APOBEC3F | HeLa A3F-eYFP + Vif (tagged APOBEC3F with the HIV-1 protein that degrades it), YFP fluorescence increase | Potency, µM (titrated, usually from 46.1 µM), for the others: at the highest dose activity, negative = active | hit rate 0.2% among 390,000 | AID 602313; note: potency is the fitted concentration of half-maximal effect; % of control where 0% means no effect; nearly all actives have a fitted effect of over 65% in size
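HeLa cells stably expressing Vif plus C-terminally eYFP-tagged A3F were seeded, incubated overnight at 37 deg C, dosed with compound, incubated overnight again at 37 deg C. Yellow fluorescence (Ex 488/Em 500-530) reported blocked Vif-mediated A3F-eYFP degradation.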
LDHA block: LDHA (human) enzyme inhibition; P00338; purified LDHA, NADH/diaphorase-resazurin fluorescence; stronger effect = lower value; activity change, % (values are at about 110 or 230 µM); hit rate 0.15% among 480,000; in the data active = activity change below about -30%; inconclusive = mostly about -25% to -30%;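 note: plate controls were DMSO wells for no effect and wells without enzyme for full effect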
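Remaining NADH was detected by diaphorase (0.133 mg/mL) converting 37 µM resazurin to fluorescent resorufin, read at 0 and 20 minutes. The preceding 5-minute room-temperature reaction used 2 nM LDHA, 0.2 mM sodium pyruvate and 0.06 mM NADH at pH 7.4.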
TrxR1 substrate: rat thioredoxin reductase 1 substrate activity. O89049. purified TrxR1 substrate turnover, NADPH consumption readout. Potency, µM (titrated, usually from 114 µM), inactives show at the highest dose activity change, negative = substrate turnover. hit rate 0.01% among 390,000. AID 588456; note: potency is the fitted concentration of half-maximal effect; % is set by controls: 0 for no effect and ±100 for the full control effect; nearly all actives have a fitted effect of over 50% in size
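Rat TrxR1, dispensed at 90 nM, was prereduced with 400 uM NADPH (final) for 5 min at ~22 deg C, then incubated with compound 15 min before 400 uM selenite. A first-read NADPH fluorescence drop versus no-compound background flagged substrates.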
mIDH1 inhibitor: human IDH1 R132H inhibition; O75874; AID 602179; Potency, µM (titrated, usually from 76.6 µM), for inactives: at the highest dose activity change, negative = inhibition, most hits filed as inhibitors; IDH1-R132H enzyme, NADPH consumption, diaphorase/resazurin fluorescence; hit rate 0.093% among 390,000; note: potency is the fitted concentration of half-maximal effect; % is set by controls: 0 for no effect and ±100 for the full control effect; nearly all actives have a fitted effect of over 65% in size
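IDH1-R132H (0.5 ug/mL dispensed) in pH 7.5 Tris buffer was preincubated 30 min with compound, then given a substrate mix of 0.016 mM NADPH and 2 mM alpha-KG for 80 min at room temperature; remaining NADPH was read by diaphorase/resazurin fluorescence.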
USP1-UAF1 inh: blocks the human USP1/UAF1 deubiquitinase complex; recombinant USP1/UAF1, Ub-Rhodamine cleavage fluorescence; Potency, µM (top dose mostly 57.1 µM), without a hit: at the highest dose activity change, negative = inhibition, usual class: inhibitors; O94782; hit rate 0.23% among 390,000; note: potency is the fitted concentration of half-maximal effect; % is set by controls: 0 for no effect and ±100 for the full control effect; nearly all actives have a fitted effect of over 60% in size; inactives centre near -12
Target sequence (O94782 whole entry, looked up): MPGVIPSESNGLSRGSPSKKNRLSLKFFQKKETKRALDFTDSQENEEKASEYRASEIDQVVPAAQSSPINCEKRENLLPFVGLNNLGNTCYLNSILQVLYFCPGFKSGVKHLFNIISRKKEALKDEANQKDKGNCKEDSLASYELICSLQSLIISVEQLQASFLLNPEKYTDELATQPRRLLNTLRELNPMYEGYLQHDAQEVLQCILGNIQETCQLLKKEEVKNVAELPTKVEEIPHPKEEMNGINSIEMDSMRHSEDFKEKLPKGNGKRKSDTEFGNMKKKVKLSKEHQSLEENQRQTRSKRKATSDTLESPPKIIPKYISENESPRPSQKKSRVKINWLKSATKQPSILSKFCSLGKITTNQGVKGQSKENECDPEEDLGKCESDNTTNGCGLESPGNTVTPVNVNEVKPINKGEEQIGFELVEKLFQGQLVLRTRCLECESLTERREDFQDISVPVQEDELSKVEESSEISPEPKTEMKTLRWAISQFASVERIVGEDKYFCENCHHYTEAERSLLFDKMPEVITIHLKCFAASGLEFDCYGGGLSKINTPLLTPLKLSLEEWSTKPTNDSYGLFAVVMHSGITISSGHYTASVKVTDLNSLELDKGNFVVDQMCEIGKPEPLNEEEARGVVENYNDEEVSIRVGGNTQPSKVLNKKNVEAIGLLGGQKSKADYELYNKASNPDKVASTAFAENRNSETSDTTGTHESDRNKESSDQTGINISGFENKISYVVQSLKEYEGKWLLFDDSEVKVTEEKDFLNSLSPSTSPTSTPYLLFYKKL
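USP1/UAF1 complex at 1 nM was preincubated with compound for 15 min at room temperature, then Ub-Rho substrate (150nM final) was added. Fluorescence (480/540 nm) was read kinetically, 6 reads every 60 seconds.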
RGS4 inhibitor: inhibitors of human regulator of G protein signaling 4; P49798; Transcreener GDP fluorescence polarization, RGS4-accelerated GTP hydrolysis; Potency, µM (doses to about 114 µM), without a hit: at the highest dose activity change, negative = inhibition, most hits filed as inhibitors; hit rate 0.039% among 390,000; AID 504845; note: potency is the fitted concentration of half-maximal effect; % is set by controls: 0 for no effect and ±100 for the full control effect; nearly all actives have a fitted effect of over 75% in size; some results filed as inactive show a strong effect at the top dose
Target sequence (P49798 whole entry, looked up): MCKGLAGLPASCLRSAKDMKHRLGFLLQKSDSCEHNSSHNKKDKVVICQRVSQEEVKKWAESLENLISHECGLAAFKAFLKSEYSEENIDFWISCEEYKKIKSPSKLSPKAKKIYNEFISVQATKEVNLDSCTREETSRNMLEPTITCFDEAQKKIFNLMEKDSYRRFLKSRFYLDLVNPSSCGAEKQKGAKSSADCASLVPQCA
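MLSMR compounds (23 nl, pin-transferred) preincubated 10 min at room temperature with a 500nM (2x) first reagent, then RGS4 at 900nM (2x) plus Transcreener GDP mix added; fluorescence polarization (620/688 nm) read before and after 90 min at 30 °C.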
Vif-APOBEC3G blk: blocks the Vif interaction with human APOBEC3G; Q9HC16; HeLa A3G-eYFP + Vif (tagged APOBEC3G with the HIV-1 protein that degrades it), YFP fluorescence, overnight; Potency, µM (doses to about 46.1 µM), for inactives: at the top dose activity, negative = active, hits mostly inhibitors; hit rate 0.076% among 410,000; AID 602310;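 note: potency is the fitted concentration of half-maximal effect; % is set by controls: 0 for no effect and ±100 for the full control effect; nearly all actives have a fitted effect of over 60% in size; hits raise eYFP signal because A3G escapes Vif-driven loss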
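Read-out is eYFP fluorescence (Ex 488/Em 500-530) from Vif-expressing HeLa A3G-eYFP cells; more signal means A3G escaped Vif-mediated degradation. Cells plated overnight, compound pinned in, incubated overnight at 37 deg C.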
Active calls of the source: *; u = inconclusive; x = not tested or not shown; [ ] = dose if it differs, or a comment. Unless noted, calls come from the whole dose curve; as a rule, active = well fitted curve in the direction sought with a large enough effect; inconclusive = small, poorly fitted or top-dose-only effect, or another doubt; inactive = no such curve, though single readings can be large; an effect the other way counts as inactive or inconclusive. This is a subset; count on the stated rates, not on these rows.

#	smiles	GRP78 ERSR act	rTrxR1 inhibitor	Vif-A3F inh	LDHA block	TrxR1 substrate	mIDH1 inhibitor	USP1-UAF1 inh	RGS4 inhibitor	Vif-APOBEC3G blk
1	COc1cccc(N2CCN(C(=O)c3ccc(OC)c(S(=O)(=O)NC4CC4)c3)CC2)c1	1%	x	0%	0	x	1%	-25%	x	-26%
2	COc1ccc(NC(=O)CSc2ncc3c(n2)-c2ccccc2N(Cc2ccc(C)cc2)S3(=O)=O)cc1Cl	-1%	-2%	-1%	-9	2%	-2%	-11%	3%	4%
3	O=C(NCCc1ccc(Cl)cc1)c1cc(-c2ccncc2)nc2ccccc12	-8%	15%	-1%	-1	-5%	-11%	-3%	3%[11.4 µM]	1%
4	CCOc1ccc(NC(=S)NCCCN2CCN(C3CCCCC3)CC2)cc1	-2%	-3%[57.1 µM]	6%	-2	12%[57.1 µM]	2%	-3%	22%	1%
5	CN(C)CCN1CC(O)=C(c2nc3ccccc3s2)C1=N	-3%	19%	-5%	-10	-1%	25%	-4%	25%	0%
6	O=C(CSc1n[nH]c(-c2cccnc2)n1)Nc1ccc([N+](=O)[O-])cc1	0%	9%	-13%	-1	2%	3%	-11%	-12%	-6%
7	O=C(c1ccc2c(c1)N(Cc1cccc(F)c1)C(=O)c1ccccc1S2)N1CCC2(CC1)OCCO2	-4%	17%[57.1 µM]	0%	-2	3%[57.1 µM]	-15%	-17%	-4%	-5%
8	CCc1ccc(/C(C)=N/NC(=O)C(O)c2ccccc2)s1 (stereo not drawn)	0%	-1%[57.1 µM]	11%	-12	7%[57.1 µM]	1%	-1%	6%	-4%

Whole records as entered above. Screens in order: GRP78 ERSR act, rTrxR1 inhibitor, Vif-A3F inh, LDHA block, TrxR1 substrate, mIDH1 inhibitor, USP1-UAF1 inh, RGS4 inhibitor, Vif-APOBEC3G blk
Listed for CCc1ccc(/C(C)=N/NC(=O)C(O)c2ccccc2)s1 (stereo not drawn) = 0%, -1%[57.1 µM], 11%, -12, 7%[57.1 µM], 1%, -1%, 6%, -4%
Listed for O=C(c1ccc2c(c1)N(Cc1cccc(F)c1)C(=O)c1ccccc1S2)N1CCC2(CC1)OCCO2 = -4%, 17%[57.1 µM], 0%, -2, 3%[57.1 µM], -15%, -17%, -4%, -5%

Next section
#	smiles	GRP78 ERSR act	rTrxR1 inhibitor	Vif-A3F inh	LDHA block	TrxR1 substrate	mIDH1 inhibitor	USP1-UAF1 inh	RGS4 inhibitor	Vif-APOBEC3G blk
9	CCOC(=O)C(=CNNc1c(C)csc1C(=O)OC)C(=O)OCC	-2%	17%	0%	-2	0%	-1%	-15%	-28%	-6%
10	O=C(NCCS(=O)(=O)NCCc1ccccc1)c1ccc2c(c1)OCO2	-4%	9%	7%	1	-1%	7%	-13%	-9%	0%
11	COc1ccc(OC)c(NS(=O)(=O)c2c(C(=O)N3CCCCCC3)c(C)n(C)c2C)c1	0%	19%	1%	0	5%	4%	-28%	3%	-6%
12	C=Cc1ccc(Cn2c(=O)n(-c3cccc(Cl)c3)c(=O)c3c4c(sc32)CN(C(C)=O)CC4)cc1	4%	15%	-14%	4	6%	-4%	-18%	12%	-11%
13	COCCn1c(N)c(N(Cc2ccccc2)C(=O)Cc2c(Cl)cccc2Cl)c(=O)[nH]c1=O	-9%	23%[57.1 µM]	-6%	-13	7%[57.1 µM]	13%	-14%	24%	1%
14	Cc1ccc(N2C(=O)C(CC(=O)Nc3ccc(F)cc3)N(Cc3ccc4c(c3)OCO4)C2=O)cc1 (stereo not drawn)	-1%	11%	0%	6	-5%	12%	-29%	9%	-3%
15	CC(C)C[C@H](NC(=O)c1[nH]cnc1C(=O)N[C@H](C)c1ccccc1)C(=O)OCc1ccccc1	2%	27%[57.1 µM]	2%	2	-5%[57.1 µM]	-6%	-27%	-35%	-1%
16	O=C1CCCC2=C1C1(CCCCC1)N=C(Nc1nc3ccccc3s1)N2	-4%	15%	-9%	0	6%	-5%	-7%	44%	1%
17	COc1ccc(Cn2c(CCC(=O)Nc3ccccc3)nc3cccnc32)cc1	-4%	10%[57.1 µM]	3%	-10	6%[57.1 µM]	4%	-5%	33%	3%
18	Cc1sc2nc(SCC(=O)Nc3cccc(S(N)(=O)=O)c3)[nH]c(=O)c2c1C	-1%	-16%	-2%	-6	-15%	8%	-18%	-53%	-4%
19	CCOC(=O)CSCc1c(C#N)c2ccccc2n1C	3%	3%[57.1 µM]	4%	-8	1%	11%	-6%	19%	1%
20	C=CCn1c(=S)[nH]c2ccc(Br)cc2c1=O	2%	-20%	-4%	-4	-5%	-4%	-15%	-17%	3%
21	CC1CCC(NC(=O)CC(C)(C)Cc2nc3ccccc3c(=O)[nH]2)CC1 (stereo not drawn)	-1%	20%	0%	-8	6%	2%	-29%	-10%	1%
22	O=C(CSc1nnc2ccccn12)c1ccc(OC(F)F)cc1OC(F)F	-1%	-7%[57.1 µM]	-5%	-4	6%[57.1 µM]	-2%	-21%	-3%	0%
23	COc1cc2c(cc1OC)[C@H](C)N(C(=O)CSc1nc(O)c(C(C)C)c(=O)[nH]1)CC2	-2%	3%	0%	-3	2%	-8%	-7%	-37%	2%
24	Cc1c(C(=O)Nc2ccc(N3CCOCC3)cc2)cccc1[N+](=O)[O-]	2%	12%[57.1 µM]	9%	-2	4%[57.1 µM]	0%	-8%	17%	1%
25	Cc1cccc(N(CC(=O)NCCc2ccccc2)C(=O)c2csnn2)c1	-6%	12%	-18%	-5	1%	-6%	-20%	7%	-4%
26	COC1CCN(C(=O)CC2C(=O)NCCN2CC(C)(C)C)CC1 (stereo not drawn)	-6%	u	1%	-5	2%	-6%	-9%	11%[11.4 µM]	1%
27	CCOc1ccc(CNC(=O)CCSCc2ccccc2F)cc1OC	-2%	-2%[57.1 µM]	-5%	-1	6%[57.1 µM]	-3%	-5%	6%	1%
28	C[C@@H]1CCC[C@]2(O[C@@H](CCO)C[C@@H](O)[C@@H]2O)O1	-2%	11%	0%	-3	4%	4%	-16%	-1%	2%
29	CCN1CCN(C(=O)c2cc3c(s2)-c2ccccc2S(=O)(=O)C3)CC1	0%	-3%	2%	-13	-8%	-6%	-6%	18%	3%
30	O=C(CSc1nc2ccccc2c2nc3ccccc3n12)NCc1ccco1	-3%	-1%[57.1 µM]	-2%	-5	9%[57.1 µM]	2%	-24%	-8%[11.4 µM]	2%
31	O=C(Nc1cc([N+](=O)[O-])ccc1F)c1ccc2c(c1)OCCO2	1%	6%[57.1 µM]	6%	-1	-11%[57.1 µM]	9%	-13%	3%	u
32	COc1ccc(C(=O)Nc2ccccc2)cc1S(=O)(=O)Nc1ccc(Br)cc1	x	16%	x	-7	6%	x	-19%	-3%	x

An excerpt from above in order of count of non-hydrogen atoms, smallest number first.
#	smiles	GRP78 ERSR act	rTrxR1 inhibitor	Vif-A3F inh	LDHA block	TrxR1 substrate	mIDH1 inhibitor	USP1-UAF1 inh	RGS4 inhibitor	Vif-APOBEC3G blk
31	O=C(Nc1cc([N+](=O)[O-])ccc1F)c1ccc2c(c1)OCCO2	1%	6%[57.1 µM]	6%	-1	-11%[57.1 µM]	9%	-13%	3%	u
29	CCN1CCN(C(=O)c2cc3c(s2)-c2ccccc2S(=O)(=O)C3)CC1	0%	-3%	2%	-13	-8%	-6%	-6%	18%	3%
27	CCOc1ccc(CNC(=O)CCSCc2ccccc2F)cc1OC	-2%	-2%[57.1 µM]	-5%	-1	6%[57.1 µM]	-3%	-5%	6%	1%
25	Cc1cccc(N(CC(=O)NCCc2ccccc2)C(=O)c2csnn2)c1	-6%	12%	-18%	-5	1%	-6%	-20%	7%	-4%
32	COc1ccc(C(=O)Nc2ccccc2)cc1S(=O)(=O)Nc1ccc(Br)cc1	x	16%	x	-7	6%	x	-19%	-3%	x

Further compounds:
#	smiles	GRP78 ERSR act	rTrxR1 inhibitor	Vif-A3F inh	LDHA block	TrxR1 substrate	mIDH1 inhibitor	USP1-UAF1 inh	RGS4 inhibitor	Vif-APOBEC3G blk
33	Cc1ccccc1-c1c(C)oc2cc(O)ccc2c1=O	-2%	-23%	0%	-4	206%[activator]	10%	u	29%	1%
34	C=CCn1c(COc2ccc(Cl)cc2)nnc1SCC(=O)N1CC(=O)Nc2ccccc21	2%	5%	-4%	0	1%	-5%	-22%	13%	2%
35	CC(C)n1c(Sc2nccn2C)nc2c1c(=O)n(C)c(=O)n2C	-2%	21%	-4%	-1	12%	3%	-6%	-6%	0%
36	CCOC(=O)c1[nH]c2ccc(OC)cc2c1NC(C)=O	-3%	-10%	-21%	0	97%[activator]	0%	-7%	-19%	1%
37	Cc1ccc(C)c2c1[nH]c1ccc([N+](=O)[O-])cc12	0%	0%[57.1 µM]	2%	-7	-1%[57.1 µM]	-6%	-20%	9%	4%
38	COc1ccccc1NC(=O)C(C)OC(=O)C1COc2ccccc2O1 (stereo not drawn)	-2%	10%	1%	-3	-6%	-3%	-7%	18%	-4%
